NCOA2 inhibitor: inhibition of GAL4-SRC2 driven luciferase reporter, primary screen, SRC2 inhibitor project, cell-based, luminescence | AID 651957, 2012 | hit rate 0.17% among 370,000 | inhibition, % at 9 µM | HEK293 GAL4-SRC2 luciferase reporter | Nuclear receptor coactivator 2 (Homo sapiens), Q15596;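 active means inhibition above the mean inhibition of all tested compounds plus 3 SD, set per campaign, cut at about 52% in these data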;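 further: 0% = DMSO treated cells and 100% = cells given Gossypol at 36 µM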
NOD2 RIPK2 PPI: NOD2-RIPK2 binding disruptors in cells, primary screen, fluorescence, CHO cells, BLA complementation. hit rate 0.38% among 360,000. inhibition, % at 4.98 µM. Receptor-interacting serine/threonine-protein kinase 2 (Homo sapiens), O43353. CCF4 ratio; in the data active means inhibition above about 21%;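 further: 0% = vehicle only and 100% = reference blocker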
NR5A2 inv ag: LRH-1 (NR5A2) inverse agonists, primary screen, cell-based, luminescence, HEK293T, StAR-luciferase reporter; inhibition, % at 3.6 µM; AID 602396, 2012; Nuclear receptor subfamily 5 group A member 2 (Homo sapiens), O00482; hit rate 0.13% among 360,000; LRH-1 transfected, 24 h;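 active means inhibition above the mean inhibition of all tested compounds plus 3 SD, cut at about 73% in these data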;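 further: 0% = DMSO wells and 100% = reporter-only cells lacking LRH-1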
C8 TRAIL sens: viability loss with TRAIL in NB7+C8 cells, primary screen, TRAIL sensitizer project, cell-based, ATPlite luminescence | inhibition (viability loss, TRAIL sensitization), % at 10 µM | hit rate 1% among 360,000;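 active means compounds causing at least 50% loss of cell viability in the single-dose screen, relative to plate controls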
Vif imaging: HIV Vif self-association inhibitors, primary screen, imaging, HEK293T, single point. hit rate 0.35% among 340,000. HEK293T cells, Vif self-association by quenched fluorescence, 24 h. inhibition, % at 7.49 µM. AID 602346, 2012; in the data active means inhibition above about 50%, passing the limit was not always enough; inconclusive means no clear call, values can overlap the other calls; inactive means below about 31%; further: some results filed as inactive read as strong as hits
COUP-TFII inh: NR2F2 transcriptional activity inhibitors, primary screen, cell-based, luciferase reporter, HEK293T, luminescence. COUP transcription factor 2 (Homo sapiens), P24468. hit rate 0.7% among 370,000. inhibition, % at 8.6 µM. HEK293T NGFI-A luciferase reporter. AID 686940, 2013;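 active means inhibition above a per-plate cutoff, mean inhibition of test wells between control levels plus 3 SD, cut at about 38% in these data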;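 further: cells cotransfected with COUP-TFII expression vector driving the NGFI-A reporter; 0% = median of COUP-TF2 test wells and 100% = reporter-only cells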
TLR9-MyD88 block: inhibitors of TLR9-MyD88 association in cells, primary screen, cell-based, CHO, BLA complementation, fluorescence | Toll-like receptor 9 (Homo sapiens) + Myeloid differentiation primary response protein … | CCF4 FRET ratio | inhibition, % at 4.98 µM | hit rate 0.21% among 340,000 | AID 504734, 2011;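 active means inhibition above the mean over all tested compounds plus 3 SD, cut at about 21% in these data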;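 further: 0% = DMSO only wells and 100% = clavulanate BLA inhibitor control wells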
LMP1 NFkB inh: EBV LMP1-driven NF-kappaB luciferase reporter inhibitors, primary screen, cell-based, luminescence, single point; LMP1-induced NF-kappaB luciferase reporter cells; inhibition, % at 12.5 µM; hit rate 0.69% among 350,000; in the data active means inhibition above about 41%; inconclusive means no clear call, values can overlap the other calls;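 further: 0% = neutral control wells and 100% = reference inhibitor control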
TROY signal inh: inhibitors of TROY-driven NF-kB signaling, primary screen, Q293 LMP1-TROYcd cells, NF-kB luciferase, uHTS. AID 1347056, 2019. Q293 LMP1-TROYcd NF-kB luciferase reporter, 4 h. hit rate 0.98% among 360,000. inhibition, % at 10 µM;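 active means compounds whose plate-normalised and pattern-corrected inhibition of the luciferase reporter signal at the single screening dose is 50% or more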
SRC1 inh: SRC1 coactivator transcriptional activity inhibitors, primary screen, cell-based, luminescence; Nuclear receptor coactivator 1 (Homo sapiens), Q15788; HEK293 GAL4-SRC1 luciferase reporter; inhibition, % at 3.6 µM; hit rate 0.12% among 360,000;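 active means inhibition above the campaign mean plus 3 SD, with each screening campaign given its own cutoff, cut at about 60% in these data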;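 further: 0% = DMSO treated cells and 100% = gossypol at 36 µM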
SRC3 inh: SRC3 coactivator transcriptional activity inhibitors, primary screen, cell-based, luminescence | hit rate 0.17% among 360,000 | HEK293 GAL4-SRC3 luciferase reporter | inhibition, % at 3.6 µM;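 active means inhibition above a per-campaign cutoff, the mean of all compounds plus 3 SD, cut at about 60% in these data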;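 further: 0% = DMSO-treated cells and 100% = gossypol-treated cells at 36 µM; higher means less SRC3-driven luciferase light from the GAL4 reporter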
Target sequence (Q9Y6Q9 whole entry, looked up, the tested form may be a part): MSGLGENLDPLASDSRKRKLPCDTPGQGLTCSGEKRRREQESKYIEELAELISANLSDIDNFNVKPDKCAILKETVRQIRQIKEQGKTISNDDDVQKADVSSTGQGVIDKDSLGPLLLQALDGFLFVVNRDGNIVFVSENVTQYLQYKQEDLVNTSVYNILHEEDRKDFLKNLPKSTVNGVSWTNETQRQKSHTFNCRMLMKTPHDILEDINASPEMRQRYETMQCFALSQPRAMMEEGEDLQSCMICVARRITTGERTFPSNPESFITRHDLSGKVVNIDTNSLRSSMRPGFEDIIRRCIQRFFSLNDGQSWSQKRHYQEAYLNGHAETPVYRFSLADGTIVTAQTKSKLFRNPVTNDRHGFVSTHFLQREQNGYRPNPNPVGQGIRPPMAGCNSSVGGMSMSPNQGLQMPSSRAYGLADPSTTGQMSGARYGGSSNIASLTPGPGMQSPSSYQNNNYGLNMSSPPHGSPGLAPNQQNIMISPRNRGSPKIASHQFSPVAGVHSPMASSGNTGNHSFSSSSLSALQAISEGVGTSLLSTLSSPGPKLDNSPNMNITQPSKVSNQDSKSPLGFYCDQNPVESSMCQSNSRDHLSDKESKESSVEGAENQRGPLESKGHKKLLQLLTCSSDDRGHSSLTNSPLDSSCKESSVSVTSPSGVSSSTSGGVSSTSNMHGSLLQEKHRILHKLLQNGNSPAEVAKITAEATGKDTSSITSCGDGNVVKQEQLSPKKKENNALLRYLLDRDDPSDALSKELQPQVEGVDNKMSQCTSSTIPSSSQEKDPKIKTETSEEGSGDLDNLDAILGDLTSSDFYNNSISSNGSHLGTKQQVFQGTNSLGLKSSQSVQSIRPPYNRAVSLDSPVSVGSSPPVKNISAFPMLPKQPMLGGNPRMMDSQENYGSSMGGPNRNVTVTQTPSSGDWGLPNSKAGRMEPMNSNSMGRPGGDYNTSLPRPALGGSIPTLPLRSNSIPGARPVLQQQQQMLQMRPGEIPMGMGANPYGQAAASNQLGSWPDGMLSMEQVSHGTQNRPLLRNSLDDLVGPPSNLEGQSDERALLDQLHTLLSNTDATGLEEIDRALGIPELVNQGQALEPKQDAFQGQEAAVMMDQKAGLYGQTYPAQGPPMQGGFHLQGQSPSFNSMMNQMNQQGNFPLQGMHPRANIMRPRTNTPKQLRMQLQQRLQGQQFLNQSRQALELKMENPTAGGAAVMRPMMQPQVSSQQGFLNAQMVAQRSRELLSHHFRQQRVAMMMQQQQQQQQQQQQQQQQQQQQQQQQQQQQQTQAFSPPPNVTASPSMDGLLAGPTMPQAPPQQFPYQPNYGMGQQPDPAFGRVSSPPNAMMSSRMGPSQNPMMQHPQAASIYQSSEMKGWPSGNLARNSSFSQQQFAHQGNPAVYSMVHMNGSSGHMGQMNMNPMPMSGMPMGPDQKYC
* = called active by the depositor; ? = inconclusive; . = not tested or not shown. Only part of the results is shown, so the mix of outcomes need not match the whole.

SMILES	NCOA2 inhibitor	NOD2 RIPK2 PPI	NR5A2 inv ag	C8 TRAIL sens	Vif imaging	COUP-TFII inh	TLR9-MyD88 block	LMP1 NFkB inh	TROY signal inh	SRC1 inh	SRC3 inh
O=C(O)c1c[nH]c(=O)c2ccccc12	-7	-7	14	-5	1	-3	-12	-3	-5	6	7
CC(=O)Nc1nnc(SCC(=O)c2ccc3c(c2)Cc2ccccc2-3)s1	15	4	13	40	-3	8	-7	-14	-16	-4	18
O=C(c1cc2cc([N+](=O)[O-])ccc2oc1=O)N1CCOCC1	8	-9	9	-3	-12	-15	0	7	11	6	6
Cc1cccc2cc(CN(Cc3nnnn3C3CCCCC3)C3CCCC3)c3nnnn3c12	6	-5	4	13	?	-2	5	8	7	6	-1
CN(CC(=O)Nc1ccc(F)cc1)C(=O)CNC(=O)C1CCCCC1	17	-10	10	1	-1	-3	3	-3	-4	-14	5
CCOC(=O)Cn1c(=O)oc2cc(S(=O)(=O)N(C)c3ccc(OC)cc3)ccc21	-3	3	0	-11	-3	7	0	2	-12	-1	21
Cc1ccc(C(=O)C(C)OC(=O)CCS(=O)(=O)c2ccc(C)cc2)cc1 (stereo unspecified)	5	10	10	-20	-7	-11	4	3	8	-15	20
C[C@H](CO)N1C[C@H](C)[C@@H](CN(C)C(=O)NC2CCCCC2)Oc2ccc(NC(=O)C3CCCCC3)cc2C1=O	-6	12	-2	-5	21	10	4	1	-3	3	0
NC(=O)CC(NC(=O)c1ccccc1)c1ccc(NCCc2cccc(F)c2)c([N+](=O)[O-])c1 (stereo unspecified)	-45	-5	-5	3	0	18	2	-14	-6	-1	-10
O=C(Cc1ccc(NS(=O)(=O)c2ccc(F)cc2)cc1)NCc1cccnc1	-2	0	1	5	1	7	7	6	6	-2	-6
CCCN1CNC(=S)N(c2ccccc2OCC)C1	9	1	-5	-7	1	-6	2	-4	-4	8	-4
Cc1[nH]nc2c1C(c1cccs1)C1=C(CC(C)(C)CC1=O)N2 (stereo unspecified)	-22	-7	-6	4	-8	-5	-4	-11	11	7	2
CC1(C)Cc2c(sc(/N=C/N3CCOCC3)c2C#N)C(C)(C)N1	1	5	1	18	6	5	2	-10	14	6	5
O=C(N/N=C\c1ccncc1)c1ccc(Br)s1	-27	2	0	2	-9	9	-8	-4	-18	-18	8
CCOC(=O)C1CCN(C(=O)Nc2ccccc2Cl)CC1	4	-6	-2	3	15	-17	2	-7	-19	-16	3
C=CC[n+]1c(-c2ccc(C)cc2)csc1NNC(=O)Nc1ccccc1	18	-7	14	9	-7	26	-8	-5	26	3	-3
CNC(=O)C(=O)NCC1OCCN1S(=O)(=O)c1ccc(C)cc1 (stereo unspecified)	-13	0	-11	-2	11	19	-3	-4	4	-5	-14
Nc1nnn(CC(=O)N/N=C/c2cccc3ccccc23)n1	-6	-1	-23	-8	-8	-4	-1	8	-8	-6	25
Cc1scc(C(=O)N/N=C/c2ccsc2)c1C	-73	-8	-119	62*	1	-43	-2	-2	-59	-111	-66
CC1Cc2cc(-c3csc(N)n3)ccc2O1 (stereo unspecified)	-96	-5	-62	42	-5	-38	1	-22	18	-82	-96
Cc1nc(CC(=O)O)c(-c2ccccc2)s1	6	-4	-1	-18	3	14	1	7	5	-12	4
COCCNC(=O)C1(C)CCCN(Cc2ccc(Cl)nc2)C1 (stereo unspecified)	.	-2	3	-12	.	.	.	.	-2	-38	-18
COc1ccc(C2=Nc3ccccc3NC(=O)C2N(C(=O)c2cc3ccccc3[nH]2)c2ccccc2)cc1 (stereo unspecified)	-43	0	-93	-7	-1	-19	.	.	-16	-57	-55
O=[N+]([O-])c1cccc(-c2nnc(-c3ccccc3)o2)c1	-21	-5	-27	4	17	-38	-5	-34	-39	-61	-90
CC12CCC(C(=O)N(CC(O)CN3CCN(Cc4ccccc4)CC3)C1=O)C2(C)C (stereo unspecified)	-19	-5	-3	1	-3	2	.	.	19	-4	24
CCCCC[n+]1ccn(-c2nc3ccccc3nc2[N-]S(=O)(=O)c2ccc(C)cc2)c1	8	-3	3	-6	0	17	-3	-12	7	-11	12
COc1ccc(C2c3ccc4ccccc4c3Oc3ncn4nc(Cc5ccccc5)nc4c32)cc1OC (stereo unspecified)	4	-1	7	-15	3	0	-10	-5	8	-16	12
Cc1ccc(C2C3=C(NCCN=C3c3ccccc3)C(=O)N2c2ccccc2)cc1 (stereo unspecified)	-7	-1	-3	4	.	4	-9	-9	-11	7	14
CC(C)c1ccc(Oc2cccc(C(=O)/C(C#N)=C/N(C)C)c2)cc1	-11	-5	-21	2	-15	13	1	2	-42	-3	-18
CC(=O)c1c(C)[nH]c(C(=O)OCc2ccccc2F)c1C	-9	-4	-65	-13	-6	-25	-9	-7	-40	-45	-27
Cc1ccccc1CN1CCNC(=O)C1CC(=O)NC1CCCCCCC1 (stereo unspecified)	18	13	-9	-17	5	11	-10	7	11	-6	-14
COc1ccc(C(=O)NCC(C)(C)CNC(=O)c2ccc(OC)c(OC)c2)cc1OC	11	-17	7	4	29	16	2	12	3	20	9
N#Cc1c(Nc2ccccc2)c(/C=N/N=C/c2ccccc2)c[nH]c1=O	7	-1	-10	-4	-4	-2	-6	10	-61	2	-2
Cc1csc(SC(C)C(=O)NCc2ccc3c(c2)OCO3)n1 (stereo unspecified)	12	4	0	7	2	20	10	0	13	7	7
CCC(C(=O)NCCc1ccc(OC)c(OC)c1)n1nc(C)n2c(cc3occc32)c1=O (stereo unspecified)	1	-9	7	-15	4	-11	8	-20	-21	12	6
CCOC(=O)N1CCC(NC(=O)c2ccc(NC(=O)C3CCCO3)cc2)CC1 (stereo unspecified)	11	-6	7	-15	0	-4	-3	6	-3	-16	24
NC12CC3CC(C1)CC(CC(=O)O)(C3)C2	-29	-5	7	2	0	-1	2	-4	10	-20	11
CSCCC(=O)N1CCCC(N2CCN(c3cccc(C(F)(F)F)c3)CC2)C1 (stereo unspecified)	18	2	-7	12	-4	-7	2	-6	0	17	8
CC1(C)CC[C@]2(C(=O)O[C@@H]3O[C@H](CO)[C@@H](O)[C@H](O)[C@H]3O)CC[C@]3(C)C(=CCC4[C@@]5(C)CC[C@H](O[C@@H]6O[C@H](C(=O)O)[C@@H](O[C@H]7OC[C@@H](O)[C@@H](O)[C@@H]7O)[C@H](O)[C@H]6O)C(C)(C)C5CC[C@]43C)[C@@H]2C1 (stereo partly specified)	6	-12	-17	0	-4	15	-10	0	-11	-45	-7
Cc1ccc(C(=O)N/N=C/c2ccc(-c3ccc(Br)cc3[N+](=O)[O-])o2)o1	-6	0	31	10	-1	-7	3	-5	-9	-17	-13
COc1cccc(-c2csc3nnc(SCC(=O)NCc4cccs4)n23)c1	-6	0	-7	-14	-1	-3	2	11	-12	-14	17
CCOc1ccc(-c2nnn(CC(=O)Nc3cccc(OC)c3)n2)cc1OCC	-6	1	25	-6	2	5	9	3	8	-31	5
CCCN(CCC)C(=O)c1cn(C)c2ccc(S(=O)(=O)N3CCCC3)cc2c1=O	-9	10	-20	8	9	1	-3	-15	-8	6	0
Cc1cc(C)n2nc(SCC(=O)Nc3ccccc3C)nc2n1	1	-15	0	-2	-4	16	7	-2	-1	15	17
Cc1ccc(-c2nc(CN(C)C)cc(CN(C)C)c2O)cc1	-9	-2	-13	-11	2	14	7	-5	2	13	18
O=C(COC(=O)c1n[nH]c(=O)c2ccccc12)Nc1ccccc1	9	-7	-8	19	0	-2	1	-3	3	2	7
CCOC(=O)N1CCN(C(=O)c2cnc3n(c2=O)CCS3)CC1	-27	5	-1	-15	.	2	8	-1	6	-22	-7
O=C(O)c1ccc(CSc2nc3ccc(NC(=O)c4ccccc4C(=O)O)cc3s2)cc1	-32	-1	7	1	-8	6	-17	2	28	7	7
CC(C)Nc1ccc(C(CC(N)=O)NC(=O)c2ccc(Br)cc2)cc1[N+](=O)[O-] (stereo unspecified)	-26	-1	-6	7	.	-11	-10	20	-10	-6	13
CSc1ccccc1NC(=O)COC(=O)CCCOc1ccc(C)cc1	-40	2	10	12	2	-10	4	4	-12	-1	14
Cc1oc2c(cc(NS(=O)(=O)c3ccc(F)cc3)c3ccccc32)c1C(=O)O	-15	-11	16	5	11	13	-16	-7	19	-17	-5
CC(=O)c1c(C)oc2ccc(NS(=O)(=O)c3ccc(C(=O)O)cc3)cc12	7	4	-5	-8	2	8	-3	-7	4	-8	9
Cc1cc(C)c(NC(=S)N2CCN(c3ccc([N+](=O)[O-])cn3)CC2)cc1C	-23	-10	16	-16	-17	-4	3	14	20	4	6
C=CCSC1=N/C(=C\c2cccnc2)C(=O)N1c1ccc(OC)cc1	-15	12	1	11	-8	19	-5	0	8	-9	16
CCc1ccc(S(=O)(=O)c2nnn3c2nc(N2CCOCC2)c2ccccc23)cc1	-3	-5	-4	-2	-10	1	7	7	-21	-22	18
CC1=C(C(=O)Nc2ccccn2)C(c2ccc(N(C)C)cc2)n2ncnc2N1 (stereo unspecified)	-64	-4	-41	-5	-1	-35	3	-9	22	-26	-17
N#CCCN(Cc1ccccc1)C(=O)c1cccs1	7	5	17	-4	6	18	-17	5	5	5	18
COCc1cc(C)nc(SCC[N+](C)(C)CC(=O)Nc2cccc(C)c2)c1C#N	-3	1	5	-14	10	17	-1	-1	-7	-1	15
Cc1cc(C)n(-c2nc3c(c(=O)[nH]c(=O)n3C)n2CC(O)c2ccccc2)n1 (stereo unspecified)	-6	-12	-13	-5	2	22	-7	-7	7	-10	15
Cc1cccc2cc(/C=N/NC(=O)CN3CCOCC3)c(Cl)nc12	-9	-8	10	-5	-4	15	3	-3	-15	-20	6
COC1(OC)N=C(N)C2(C#N)C(c3ccc(F)cc3)C12C#N (stereo unspecified)	-12	6	15	-13	3	-2	4	2	15	3	-3
O=C(c1ccccc1)C1Oc2ccccc2C2CC(c3cccs3)=NN12 (stereo unspecified)	-16	0	-18	-5	7	-14	7	-7	-31	3	-5
Clc1ccccc1-c1nc2ccccc2c2nncn12	-17	-8	14	-3	-1	7	2	-22	4	-17	-3
